TrxR1 substrate: is turned over as a substrate by rat TrxR1. O89049. hit rate 0.01% among 390,000. purified TrxR1 substrate turnover, NADPH consumption readout. Potency, µM (top dose mostly 114 µM), without a hit: at the top dose activity change, negative = substrate turnover; further: potency means the concentration at half of the fitted maximal effect; on the % scale 0 is the no-effect control and ±100 the full control effect; nearly all actives have a fitted effect of over 50% in size
Target sequence (O89049 whole entry, looked up): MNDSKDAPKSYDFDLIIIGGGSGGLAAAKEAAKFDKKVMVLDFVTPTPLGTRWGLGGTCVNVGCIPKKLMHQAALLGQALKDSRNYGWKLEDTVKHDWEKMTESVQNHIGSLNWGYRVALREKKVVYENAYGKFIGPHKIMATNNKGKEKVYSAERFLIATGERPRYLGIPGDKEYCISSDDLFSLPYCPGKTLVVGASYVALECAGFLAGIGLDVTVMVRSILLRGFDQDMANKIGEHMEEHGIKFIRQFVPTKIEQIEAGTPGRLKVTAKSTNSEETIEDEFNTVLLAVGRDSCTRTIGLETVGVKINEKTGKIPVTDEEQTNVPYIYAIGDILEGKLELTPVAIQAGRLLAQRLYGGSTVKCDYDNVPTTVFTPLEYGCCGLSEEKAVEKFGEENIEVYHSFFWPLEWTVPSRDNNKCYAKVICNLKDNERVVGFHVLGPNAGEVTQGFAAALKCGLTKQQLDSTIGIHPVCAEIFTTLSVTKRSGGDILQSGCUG
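Rat TrxR1, dispensed at 90 nM, was prereduced with 400 uM NADPH (final) for 5 min at ~22 deg C, then incubated with compound 15 min before 400 uM selenite. A first-read NADPH fluorescence drop versus no-compound background flagged substrates.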
USP1 inh: inhibitors of human USP1/UAF1 deubiquitinase; Potency, µM (highest dose often 57.1 µM), inactives show at the top dose activity change, negative = inhibition, usual class: inhibitors; hit rate 0.23% among 390,000; O94782; recombinant USP1/UAF1, Ub-Rhodamine cleavage fluorescence; further: potency means the concentration at half of the fitted maximal effect; on the % scale 0 is the no-effect control and ±100 the full control effect; nearly all actives have a fitted effect of over 60% in size; inactives centre near -12
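Step one: compound is pinned into 1nM USP1/UAF1 in HEPES pH 7.8 buffer with TCEP. Step two: 15 min room-temperature incubation. Step three: Ub-Rho (150nM final) starts cleavage, tracked by fluorescence over six one-minute reads.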
mIDH1 inhibitor: inhibitors of human mutant IDH1 R132H; O75874; IDH1-R132H enzyme, NADPH consumption, diaphorase/resazurin fluorescence; Potency, µM (series often up to 76.6 µM), inactives show top-dose activity change, negative = inhibition, usual class: inhibitors; hit rate 0.093% among 390,000; AID 602179; further: potency means the concentration at half of the fitted maximal effect; on the % scale 0 is the no-effect control and ±100 the full control effect; nearly all actives have a fitted effect of over 65% in size
Target sequence (O75874 whole entry R132H, stated change not applied): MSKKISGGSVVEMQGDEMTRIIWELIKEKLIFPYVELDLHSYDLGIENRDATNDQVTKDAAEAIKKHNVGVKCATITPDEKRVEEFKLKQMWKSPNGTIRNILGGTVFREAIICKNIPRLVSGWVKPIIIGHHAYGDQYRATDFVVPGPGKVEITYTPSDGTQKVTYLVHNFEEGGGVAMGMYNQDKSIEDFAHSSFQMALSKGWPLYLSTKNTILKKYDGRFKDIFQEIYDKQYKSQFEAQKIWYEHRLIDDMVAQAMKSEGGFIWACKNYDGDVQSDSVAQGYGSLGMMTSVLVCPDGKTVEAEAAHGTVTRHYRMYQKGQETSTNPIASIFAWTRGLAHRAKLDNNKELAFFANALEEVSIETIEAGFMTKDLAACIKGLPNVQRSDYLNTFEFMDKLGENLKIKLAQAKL
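IDH1-R132H (0.5 ug/mL dispensed) in pH 7.5 Tris buffer was preincubated 30 min with compound, then given a substrate mix of 0.016 mM NADPH and 2 mM alpha-KG for 80 min at room temperature; remaining NADPH was read by diaphorase/resazurin fluorescence.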
D2 antag: antagonists of human D2 dopamine receptor; P14416; HEK293 TREx D2 cells, calcium flux, dopamine EC80; inhibition, % at 10 µM; hit rate 2% among 340,000; AID 485344; in the data active means inhibition above about 30%; further: 0% is about no effect
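Tetracycline-induced HEK293 T-REx cells expressing D2 force-coupled to calcium signalling were dye-loaded, exposed to compound for 180 s, then challenged with an EC80 of dopamine; calcium flux was followed kinetically for a further 180 s.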
D2 ag: D2 dopamine receptor (human) agonism; HEK293 T-REx D2 cells, calcium flux agonist mode; activation, % at 2 µM; hit rate 0.53% among 340,000;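 active means activation over 3 SD above normal in the single-dose calcium agonist read, cut at about 30% in these data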; further: 0% is about no effect
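Tetracycline-induced HEK293 T-REx cells with force-coupled D2 receptor, plated overnight at 30 C, loaded with no-wash calcium dye. After a 10 s baseline, compound was pin-added and calcium flux read kinetically for 180 s; calcium rises flagged agonists.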
TRHR ag: activates the human TRH receptor; TRHR cells, calcium flux fluo-8, FDSS agonist mode; hit rate 0.18% among 360,000; P34981; AID 493084; activation, % at 2 µM; in the data active means activation above about 30%; further: 0% is about no effect
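Fluo-8-loaded TRHR cells; 10 s baseline, compound added, kinetic Ca2+ fluorescence read 1/s, agonist mode.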
TRHR PAM: allosteric enhancers of human TRH receptor | enhancement, % at 2 µM | TRHR cells, fluo-8 calcium fluorescence, EC20 TRH enhancement | hit rate 0.66% among 360,000 | P34981; in the data active means enhancement above about 30%; further: 0% is about no effect
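Enhancer read-out: after compound pinning and an initial kinetic agonist-mode read, an EC20 of TRH (10 nM final) was injected and fluo-8 calcium signal (Ex 480/Em 530) followed at 1 s/cycle for 100 cycles in TRHR-expressing cells.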
PI4K2A block: PI4K2A (human) kinase inhibition; AID 1346378; purified PI4K2A, ADP-Glo luminescence, 1 h; stronger effect = lower value; activity change, negative = inhibition, % at 76.9 µM; hit rate 0.13% among 420,000; in the data active means activity change below about -50%; inconclusive means mostly about -30% to -49%;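 further: -100% = wells without enzyme as full effect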
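Compounds are screened against recombinant PI4K2A using PI as substrate and ATP, the latter dispensed at 300 microM. Reactions run one hour at ambient temperature before ADP-Glo detection; full inhibition defined by wells lacking enzyme.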
TrxR1 inh: rat TrxR1 inhibition | recombinant rTrxR1, NADPH fluorescence consumption, selenite substrate | Potency, µM (highest dose often 114 µM), for inactives: at the highest dose activity change, negative = inhibition, usual class: inhibitors | hit rate 1% among 390,000; further: potency means the concentration at half of the fitted maximal effect; on the % scale 0 is the no-effect control and ±100 the full control effect; nearly all actives have a fitted effect of over 65% in size
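Rat TrxR1 (90 nM in the dispensed reagent) was pre-reduced with 400 uM NADPH for 5 min at room temperature, then incubated with compound for 15 min. After 400 uM selenite was added, NADPH fluorescence (Ex 340/Em 450 nm) was followed for 8 min.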
Starred values were filed as active, the others as inactive; ? = inconclusive; nt = no result given; & = joins results of further samples; [ ] = dose if it differs, or a comment. Unless noted, the call rests on the fitted dose curve; in most records, active means well fitted inhibition curve with a large enough effect; inconclusive means small, poorly fitted or top-dose-only effect; inactive means no such curve, though single readings can be large or run the other way. Compounds as they come, and some 3.9% of all compounds hit somewhere here.

Every second line gives: TrxR1 substrate	USP1 inh	mIDH1 inhibitor	D2 antag	D2 ag	TRHR ag	TRHR PAM	PI4K2A block	TrxR1 inh
Cc1ccc(C(C(=O)NC(C)(C)C)N(C(=O)CCC(=O)Nc2ccccn2)c2ccccc2F)cc1 (centres undefined)
    -5%	-6%	-1%	16	0.5	1.7	17	2	-3%
Cc1cccc(CC(=O)Nc2cccnc2)c1
    1%	1%	3%	2	30	-0.7	-4	1	22%
COc1ccc(C(=O)NC2CC(C)(C)Cc3c2cnn3-c2ccccc2C)c(OC)c1OC (centres undefined)
    -7%	-13%	-3%	14	0.9	-0.6	-2	1	0%
CN(C(=O)c1ccc(S(=O)(=O)N2CCCC2)cc1)C1CCS(=O)(=O)C1 (centres undefined)
    -6%	-9%	5%	6	0.1	-0.4	8	-4	-7%
CCn1c(CN2CCCCC2)nc2cc(NC(=O)c3ccc([N+](=O)[O-])cc3)ccc21
    0%	-9%	-5%	nt	nt	0.1	-2	-5	26%
Cc1ccc(NC(=O)CN(C)S(=O)(=O)c2cccc3cccnc23)cc1F
    -3%&-4%	?	-7%&-5%	5	1.3&0.3	1.6&0.2	-2&-1	3&1	1%&5%
O=C(NC1CCC(CC2CCC(NC(=O)C(Cl)Cl)CC2)CC1)C(Cl)Cl (centres undefined)
    7%	-21%	-6%	2	0.3	0.4	14	-1	35%
Nc1nnc(CC(=O)N/N=C/c2ccc(-c3ccc(Cl)cc3Cl)o2)s1
    -2%	-2%	0%	10	-1.3	-0.7	-14	-1	-6%
CC(C)Cn1c2c(c(O)c(C(=O)Nc3nc4ccccc4s3)c1=O)CCCC2
    10%	-20%	-4%	-1	-0.3	0.2	1	3	36%[activator]
O=C(O)C(S)C(S)C(=O)O (centres undefined)
    -4%	6%	-3%	nt	nt	nt	nt	-12&2	?
COc1ccc(OC)c(C2=Nn3c(nnc3C3CCCCC3)SC2)c1
    5%[57.1 µM]	-1%	-6%	0	-0.4	-0.4	0	1	42%[activator][57.1 µM]
CCOC(=O)CSc1nc2cc(OCC)ccc2cc1C#N
    25%	-13%	0%	16	1.7	1.5	-10	-3	9%
O=C(CN1CCc2ccccc2C1)Nc1ccc(Br)cc1
    3%	-22%	2%	58*	0.5	-0.5	-6	-3	15%
O=C(NCCc1ccccc1)C1CCC(CNS(=O)(=O)c2ccc(F)cc2)CC1 (centres undefined)
    10%	-27%	-2%	-7	-0.2	-0.3	0	-6	24%
O=C(NC(C(=O)c1ccccc1)N1CCOCC1)c1cccs1 (centres undefined)
    3%	-5%	-2%	-14	-1.4	-2.0	2	9	?
CSc1nn(Cc2ccc(F)cc2)c(N)c1S(=O)(=O)c1ccc(Cl)cc1
    2%[57.1 µM]	-29%	-13%	nt	0.6	0.6	-5	-1	23%[57.1 µM]
COc1cccc(-c2noc(CCC(=O)NCCc3ccccc3)n2)c1
    -6%	-5%	-1%	-2	0.3	-0.4	4	-2	6%
CC(c1ccc(O)cc1)(c1ccc(O)cc1)c1ccc(CCBr)cc1
    0%	?	-6%	-6	-1.8	0.0	0	1	12%[57.1 µM]
O=C(c1cnn2ccccc12)N(Cc1ccco1)C1CCCC1
    -6%	-18%	11%	-2	-0.3	-0.7	14	0	-12%
COc1ccc([C@H]2[C@H](C(C)=O)N3N=Cc4ccccc4C3C23C(=O)OC(C)(C)OC3=O)cc1 (some centres undefined)
    2%[57.1 µM]	-23%	3%	-9	-1.5	-3.6	25	2	-16%[57.1 µM]

Given with tabs: two of the compounds above.
Compound	TrxR1 substrate	USP1 inh	mIDH1 inhibitor	D2 antag	D2 ag	TRHR ag	TRHR PAM	PI4K2A block	TrxR1 inh
CCn1c(CN2CCCCC2)nc2cc(NC(=O)c3ccc([N+](=O)[O-])cc3)ccc21	0%	-9%	-5%	nt	nt	0.1	-2	-5	26%
COc1ccc([C@H]2[C@H](C(C)=O)N3N=Cc4ccccc4C3C23C(=O)OC(C)(C)OC3=O)cc1 (some centres undefined)	2%[57.1 µM]	-23%	3%	-9	-1.5	-3.6	25	2	-16%[57.1 µM]

(next part)
Every second line gives: TrxR1 substrate	USP1 inh	mIDH1 inhibitor	D2 antag	D2 ag	TRHR ag	TRHR PAM	PI4K2A block	TrxR1 inh
COc1ccc2nc(C)cc(N3CC(C)OC(C)C3)c2c1 (centres undefined)
    10%[0.457 µM]	-22%	9%	5	0.6	-0.1	6	0	21%[0.457 µM]
COc1cccc(C2CC(c3cccs3)=NN2C(=O)c2ccco2)c1O (centres undefined)
    -13%	-20%	4%	-6	0.8	0.0	4	0	17%[0.0914 µM]
COc1ccc(CN2CCc3ccccc3C2)c(OC)c1
    -2%	4%	10%	24	-1.7	0.5	1	1	23%[57.1 µM]
Cc1ccc(NC(=O)Cn2nnc(C(=O)NCc3ccco3)c2N)c(C)c1
    2%	-25%	3%	9	0.1	0.3	-2	-9	7%
O=C(NNC(=O)c1cccc(S(=O)(=O)N2CCN(c3ccccc3)CC2)c1)c1ccc(Cl)cc1
    -7%	-19%	-3%	5	-0.8	-1.2	-2	-2	-4%
O=C(CSc1nnnn1-c1cccc2ccccc12)NC(C(=O)O)(c1ccccc1)c1ccccc1
    1%[57.1 µM]	-19%	0%	-4	0.3	-0.8	0	-4	3%[57.1 µM]
CN(CCc1ccccn1)S(=O)(=O)c1ccc(F)cc1
    5%[57.1 µM]	-4%	2%	0	1.7	0.1	-4	1	14%[57.1 µM]
Cn1c(SCC(=O)Nc2ccc3nc(SCC(=O)N4CCCC4)sc3c2)nnc1-c1ccccc1
    2%	-12%	0%	-16	-1.1	-0.2	5	-9	11%
Cc1ccc(C(=O)Nc2ccc(-c3nc4ccccc4o3)cc2)cc1Cl
    16%	-16%	nt	nt	0.9	0.1	1	-4	15%
Cc1ccccc1NC(=S)N(CCN(C)C)C(C)c1cccnc1 (centres undefined)
    1%[57.1 µM]	-9%	1%	-6	0.2	0.1	43*	-1	11%[57.1 µM]
O=C(/C=C/NCC(=O)c1ccccc1)c1ccc(Br)cc1
    6%[57.1 µM]	-19%	2%	8	0.5	-0.1	-2	2	-51%
Cc1c(OC(C)C(=O)NCCN2CCOCC2)ccc2c3c(c(=O)oc12)CCC3 (centres undefined)
    31%[activator]	-8%	0%	2	0.3	0.1	-1	-3	-20%
O=C(COC(=O)CCCSc1nc2ccccc2[nH]1)NC(=O)NC1CCCC1
    -2%[11.4 µM]	-21%	9%	-13	-0.6	-0.5	3	10	32%[11.4 µM]
C[C@H](NC(=O)c1[nH]cnc1C(=O)Nc1ccc(Cl)cc1)c1ccccc1
    0%	-21%	-4%	7	0.7	0.4	1	-2	19%
Cc1ccccc1C(=O)Nc1ccc(N2CCCC2)cc1
    8%[57.1 µM]	1%	0%	-11	-0.4	-0.5	9	0	-15%
Cc1ccnc(NC(=O)c2ccc(C(=O)c3ccccc3)cc2)c1
    0%	-10%	10%	nt	nt	-0.2	0	-12	13%
COc1ccc(N2CCCn3c2nc2c3c(=O)n(Cc3ccc(C)cc3)c(=O)n2C)c(OC)c1
    3%	-21%	-2%	13	-2.1	-0.2	-7	6	9%
CC1CC(C)(C)N(C(=O)CN2CCN(C)CC2)c2ccccc21 (centres undefined)
    -1%	5%	4%	7	0.2	0.0	0	5	19%
Fc1cccc(NC(=S)NCCN2CCOCC2)c1
    -4%	-8%	3%	-13	-0.4	-0.2	2	2	-12%
NS(=O)(=O)c1cc2c(cc1Cl)NC(c1ccccc1OCC(=O)O)NS2(=O)=O (centres undefined)
    -14%[57.1 µM]	-14%	6%	-5	0.3	0.7	-6	-2	21%[57.1 µM]
COc1ccccc1CNC(=O)c1ccc(NS(=O)(=O)c2cccs2)cc1
    10%[0.0914 µM]	-16%	-4%	-1	-2.3	-1.0	7	-4	15%[57.1 µM]
O=C(NCCc1ccc(Cl)cc1)C1CCCN(c2ncnc3c2nc2n3CCCCC2)C1 (centres undefined)
    5%	-24%	0%	11	0.1	-0.5	-2	-2	20%
CN(C(=O)c1ccc(NC(=O)c2ccco2)cc1)c1ccccc1
    0%	-34%	3%	0	0.2	0.3	2	?	-5%
CC(=O)NNC(=O)c1[nH]c2ccc(Cl)cc2c1-c1ccccc1
    1%	-24%	-1%	-4	-0.8	0.3	-2	2	12%
Cc1ccccc1COc1ccc(-c2nnn(CC(=O)O)n2)cc1
    2%	-24%	-16%	-9	-1.2	0.0	1	0	7%
COc1cccc(CNS(=O)(=O)c2c(C(=O)N3CCCCC3)c(C)n(C)c2C)c1
    4%	-16%	0%	-3	-0.4	-0.1	-3	10	13%
Cc1ccc(N(C(=O)Nc2ccccc2)C2=NCC(C)S2)cc1 (centres undefined)
    0%	-9%	2%	-22	-0.4	0.5	8	-1	10%

Given as tab-separated lines: part of the list above.
Molecule	TrxR1 substrate	USP1 inh	mIDH1 inhibitor	D2 antag	D2 ag	TRHR ag	TRHR PAM	PI4K2A block	TrxR1 inh
Cc1ccccc1COc1ccc(-c2nnn(CC(=O)O)n2)cc1	2%	-24%	-16%	-9	-1.2	0.0	1	0	7%
COc1cccc(CNS(=O)(=O)c2c(C(=O)N3CCCCC3)c(C)n(C)c2C)c1	4%	-16%	0%	-3	-0.4	-0.1	-3	10	13%

High-throughput results deposited in PubChem BioAssay by National Center for Advancing Translational Sciences (NCATS).
